# AMA1-RON2 inh – inhibitors of Plasmodium falciparum AMA1-RON2 interaction; AlphaScreen AMA1-biotinylated RON2 peptide binding; Potency, µM (doses to about 58.2 µM), for the others: at the highest dose activity change, negative = inhibition, most hits filed as inhibitors; 360,000 compounds, 0.2% hits; AID 720542;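 also: potency is read from the fitted curve at half-maximal effect; 0% = vehicle wells and -100% = peptide control; nearly all actives have a fitted effect of over 45% in size; some results filed as inactive show a strong effect at the top dose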
#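 AMA1 (3D7) with his tag at 25 nM final met compounds first, then biotinylated RON2 peptide at 25 nM; detection used donor plus acceptor beads, 10 µg/mL apiece, read by AlphaScreen after 30 min at room temperature.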
# AmpC inh no detg – inhibitors of E. coli AmpC beta-lactamase without detergent; P00811; AmpC nitrocefin hydrolysis, absorbance 480 nm, 0.0001% Triton; Potency, µM (series often up to 57.1 µM), for the others: top-dose activity change, negative = inhibition, usual class: inhibitors; 330,000 compounds, 0.52% hits;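 also: potency is read from the fitted curve at half-maximal effect; plate controls were no compound for no effect and no enzyme for full effect; nearly all actives have a fitted effect of over 20% in size; some results filed as inactive show a strong effect at the top dose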
# Target sequence (P00811 whole entry, looked up): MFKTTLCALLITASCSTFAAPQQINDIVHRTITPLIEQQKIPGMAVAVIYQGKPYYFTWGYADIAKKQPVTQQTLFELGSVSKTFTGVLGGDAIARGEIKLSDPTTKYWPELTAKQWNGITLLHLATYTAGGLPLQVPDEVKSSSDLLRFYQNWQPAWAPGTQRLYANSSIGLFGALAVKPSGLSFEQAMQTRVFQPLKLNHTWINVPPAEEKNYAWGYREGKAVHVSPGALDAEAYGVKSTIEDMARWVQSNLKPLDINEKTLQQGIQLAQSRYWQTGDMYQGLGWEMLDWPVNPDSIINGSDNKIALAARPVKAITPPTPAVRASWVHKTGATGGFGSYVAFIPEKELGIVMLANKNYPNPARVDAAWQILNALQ
#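 20 mM phosphate pH 7.0 + 0.01% (detergent screen) or 0.0001% Triton X-100; 5.3 nM AmpC reagent; cpd preinc 15 min RT; nitrocefin (800 uM stock) to start; A480 q20 s × 4 min; Activity was normalised to no-enzyme and no-compound control wells.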
# Giardia FBPA inh – blocks Giardia fructose-bisphosphate aldolase activity. A8B2U2. purified Giardia FBPA. AID 2451. 290,000 compounds, 0.71% hits. Potency, µM (series often up to 59.6 µM), inactives show at the top dose activity, negative = inhibition, usual class: inhibitors; also: potency is read from the fitted curve at half-maximal effect; nearly all actives have a fitted effect of over 55% in size
# Target sequence (A8B2U2 whole entry, looked up): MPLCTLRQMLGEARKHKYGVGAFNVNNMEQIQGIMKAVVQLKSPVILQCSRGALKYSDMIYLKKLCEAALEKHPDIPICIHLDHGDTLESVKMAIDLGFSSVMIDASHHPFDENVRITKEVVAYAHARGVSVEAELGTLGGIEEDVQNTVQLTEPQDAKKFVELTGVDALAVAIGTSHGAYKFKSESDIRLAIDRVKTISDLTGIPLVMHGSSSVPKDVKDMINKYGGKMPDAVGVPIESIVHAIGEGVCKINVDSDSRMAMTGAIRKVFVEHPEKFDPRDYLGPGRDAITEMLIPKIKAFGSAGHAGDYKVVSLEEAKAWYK
#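 40 nM FBPA preincubated 10 min at RT with compound (up to 57.5 uM final), then substrate plus GAPDH/TPI/NAD/arsenate coupling and diaphorase/resazurin added. Fluorescence read after 20 min at RT, 525/598 nm.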
# Sm TGR inh – blocks Schistosoma mansoni thioredoxin glutathione reductase; Q962Y6; purified TGR, DTNB reduction, TNB absorbance 405 nm; Potency, µM (series often up to 114 µM), for the others: at the top dose activity change, negative = inhibition, most hits filed as inhibitors; 360,000 compounds, 3% hits; AID 485364; also: potency is read from the fitted curve at half-maximal effect; nearly all actives have a fitted effect of over 60% in size
#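 First, TGR (20 nM dispensed) and NADPH were mixed with compound. Second, a 15 min room-temperature incubation followed. Third, further NADPH and then DTNB were added to start the reaction. Finally, TNB absorbance was monitored kinetically.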
# HCMV inh – inhibitors of human cytomegalovirus; HFF cells, HCMV-luciferase reporter, 72 h; stronger effect = lower value; activity change, negative = inhibition, % at 57.5 µM; 410,000 compounds, 4.5% hits; in the data active = activity change below about -60%; inconclusive = no clear call, values can overlap the other calls; inactive = above about -39%
#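 Human foreskin fibroblasts infected with luciferase-reporter HCMV at MOI 1 PFU/cell, compounds at two doses. Luciferase measured 72 h post infection; normalized to buffer-only basal and Salinomycin (10uM) controls.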
# AmpC detergent – AmpC beta-lactamase inhibition with detergent present. 370,000 compounds, 0.041% hits. AID 485294. AmpC hydrolysis of nitrocefin, absorbance 480 nm, 0.01% Triton. Potency, µM (top dose mostly 114 µM), for the others: top-dose activity change, negative = inhibition, most hits filed as inhibitors. P00811;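 also: potency is read from the fitted curve at half-maximal effect; 0% = no-compound wells and -100% = no-enzyme wells; nearly all actives have a fitted effect of over 25% in size; some results filed as inactive show a strong effect at the top dose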
#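 20 mM phosphate pH 7.0 + 0.01% (detergent screen) or 0.0001% Triton X-100; 5.3 nM AmpC reagent; cpd preinc 15 min RT; nitrocefin (800 uM stock) to start; A480 q20 s × 4 min; Activity was normalised to no-enzyme and no-compound control wells.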
# An asterisk follows results filed as active; ? = inconclusive; nt = not tested or not shown; [ ] = remark or other dose. Unless noted, calls follow the shape of the dose curve; as a rule, active = well fitted curve in the direction sought with a large enough effect; inconclusive = small, poorly fitted or top-dose-only effect, or another doubt; inactive = no such curve, though single readings can be large; an effect the other way counts as inactive or inconclusive. Unless noted, % is scaled to controls: 0 for no effect and ±100 for the full control effect. Not a hit list; any-hit rate near 7.8%.
SMILES,AMA1-RON2 inh,AmpC inh no detg,Giardia FBPA inh,Sm TGR inh,HCMV inh,AmpC detergent
O=C(Nc1cccc(C(=O)O)c1)/C(=C\c1ccc2c(c1)OCO2)NC(=O)c1ccco1,7%,-11%,4%,-10%,-23,-3%
Cc1ccccc1NC(=O)C1CCN(C(=O)N2CCOc3ccccc32)CC1,1%,11%,-11%,3%,31,-7%
COc1ccccc1-c1cc2nc(C)cc(C)n2n1,0%,1%,-13%,26%,58,8%
COc1ccccc1NC(=O)c1cccnc1,6%,nt,-1%,3%,25,-5%
O=S1(=O)N=C(Nc2ccc(O)c(CN3CCCCC3)c2)c2ccccc21,1%,-14%,-1%,2%,-10,-12%
O=C(NNC(=O)c1ccccc1[N+](=O)[O-])c1ccc(NS(=O)(=O)c2cccs2)cc1,54%[activator],-23%,nt,0%,44,-3%
CCOC(=O)Cn1c(=O)oc2cc(S(=O)(=O)NCC3CCCO3)ccc21 (stereo unspecified),-3%,-11%,2%,3%,48,?
CC(C)CCN1CCN(Cc2ccc(N3CCNC3=O)cc2)CC1CCO (stereo unspecified),12%,-5%,4%,-1%,21,-7%
CCCCCCCCNC(=O)c1cnsn1,?,-19%,7%,6%,-32,-10%
Cc1cc(C)c(S(=O)(=O)c2ccccc2)c(OC(=O)c2c(F)cccc2F)n1,0%,-13%,?,-30%,-20,?
COc1ccc(NC(=O)CSc2n[nH]c(-c3ccncc3)n2)cc1Cl,10%,-20%,nt,nt,-30,nt
Cc1ccc(-c2n[nH]c(=S)c3ccccc23)cc1,85%[activator],-8%[11.4 µM],5%,1%,-14,9%
COc1ccc(CC(=O)NCc2ccc3c(c2)CCN3C(C)=O)cc1,nt,nt,nt,6%,111,5%
Cc1ccc2nc(SCn3nnc4ccccc4c3=O)[nH]c2c1,-3%,-2%,-1%,5%,74,4%
CCCS(=O)(=O)N1CCc2cc(OC)c(OC)cc2C1,-7%,-7%,1%,-4%,44,-6%
CCOCCCNC(=O)CN1C(=O)CSc2cc(S(=O)(=O)N3CCCCCC3)ccc21,-2%,23%,3%,?,?,0%
CCCn1c(N)c(C(=O)COC(=O)c2cccc(S(=O)(=O)N3CCOCC3)c2)c(=O)[nH]c1=O,0%,-5%,nt,-1%,30,0%
CCN(CC)c1ccc2cc(C(=O)Nc3cccnc3N3CCOCC3)c(=O)oc2c1,nt,-14%,-18%,0%,nt,?
CCOC(=O)C(C(=O)OCC)C(C[N+](=O)[O-])c1ccccc1 (stereo unspecified),4%,-7%,6%,-21%,-9,0%
CC(=O)N(CCc1cccc(C)c1)Cc1cc2cc(C)ccc2[nH]c1=O,0%,1%,-7%,?,-25,?
O=C(COc1cccnc1[N+](=O)[O-])Nc1ccc2c(c1)OCO2,-7%,-35%,2%,-1%,-17,0%
C/C(=N\NC(=O)c1ccn(C)n1)c1ccc(NC(=O)C2CCC2)cc1,-12%,-5%,nt,0%,21,-5%
O=C(CSc1nnc(Cc2cc(=O)[nH]c(=O)[nH]2)n1-c1ccccc1)N1CCCC1,-11%,-15%,0%,0%,-8,2%
CCOc1ccc2nc(SCC(=O)N3c4ccccc4Sc4ccccc43)sc2c1,6%,-22%,4%,-7%,-26,2%
CCOc1ccccc1OCC(=O)O,0%,3%,26%,-13%,83,?

# Look-ups from above:
# HCMV inh result of Cc1ccc2nc(SCn3nnc4ccccc4c3=O)[nH]c2c1 = 74
# Giardia FBPA inh result of Cc1ccccc1NC(=O)C1CCN(C(=O)N2CCOc3ccccc32)CC1 = -11%
# AmpC detergent result of COc1ccc(CC(=O)NCc2ccc3c(c2)CCN3C(C)=O)cc1 = 5%
# AmpC detergent result of CCOCCCNC(=O)CN1C(=O)CSc2cc(S(=O)(=O)N3CCCCCC3)ccc21 = 0%
# Sm TGR inh result of Cc1cc(C)c(S(=O)(=O)c2ccccc2)c(OC(=O)c2c(F)cccc2F)n1 = -30%

# (further entries)
SMILES,AMA1-RON2 inh,AmpC inh no detg,Giardia FBPA inh,Sm TGR inh,HCMV inh,AmpC detergent
CC(C)c1nnc(NC(=O)CCC(=O)Nc2ccc(Cl)cc2)s1,-8%,-28%,nt,-12%,9,-16%
CCOC(=O)N1CCN(c2cc(NCCO)c([N+](=O)[O-])c3nonc23)CC1,-3%,-11%,-22%,-4%,12,?
C/C(CC(=O)Nc1cccnc1)=N\NC(=O)C(C)Oc1ccc(Cl)cc1Cl (stereo unspecified),30%[activator],43%,-1%,-29%,53,-3%
Cc1cccc(C(=O)Oc2c(Br)cc(Br)cc2/C=N/NC(=O)c2ccncc2)c1,-4%,-9%,nt,-3%,-71*,3%
CCCOc1ccc(/C=N/NC(=O)c2ccc3c(c2)OCO3)c(OCCC)c1,0%,-23%,-4%,-8%,19,-8%
COc1ccc(-c2cc(C(F)(F)F)nc(SCC(=O)Nc3ccc4c(c3)OCO4)n2)cc1OC,0%,-1%,0%,6%,?,-6%
CC(C)(C)NC(=O)CN(C(=O)Cn1nnc(-c2ccccc2F)n1)c1cccc2c1CCCC2,-4%,51%,-5%,12%,-10,0%
O=C(NC1CCCCC1)C(c1ccc(Cl)cc1)N(C(=O)c1cnccn1)c1ccc2c(c1)OCO2 (stereo unspecified),1%,17%,0%,2%,-1,1%
Nc1ccc(C(=O)C(=O)c2ccc(N)cc2)cc1,13%,-13%,10%,-3%,-8,?
Cc1ccc(C)c(CN2CCC(CNC(=O)c3cc4ccc5cccnc5c4[nH]3)CC2)c1,nt,nt,nt,3%,?,-8%
COc1ccccc1CNc1cc(C)ccc1C,-7%,-20%,1%,-5%,-19,-2%
CSc1ncccc1C(=O)OCC(=O)Nc1ccc(N2CCOCC2)cc1,-18%,-11%,nt,nt,-6,nt
COc1ccc2cc(C(C)C(=O)NC3CCC(O)CC3)ccc2c1 (stereo unspecified),6%,17%,11%,4%,-4,-3%
CCCC(=O)NC(C)c1nc2ccccc2n1Cc1ccccc1 (stereo unspecified),nt,nt,nt,1%,1,21%
Cc1ccc(CCNC(=O)CCCn2c(=O)c3cccn3c3ccc(F)cc32)cc1,nt,nt,nt,-10%,-22,-2%
CC(C)(C)OC(=O)NC(CCNC=C1C(=O)OC(C)(C)OC1=O)C(=O)O (stereo unspecified),3%,-9%,4%,-15%,44,0%
O=C(O)CN(Cc1ccccc1)S(=O)(=O)c1ccc(F)cc1,-18%,-23%,6%,-5%,3,-18%
COC(=O)CCC(=O)Nc1cc(Cl)cc(Cl)c1,10%,8%,13%,20%,-32,-6%
CCN1CCCC(OC(=O)Nc2ccccc2)C1 (stereo unspecified),8%,0%,7%,-5%,12,-3%
O=C1OC(Nc2ncccn2)c2ccccc21 (stereo unspecified),2%,-7%,0%,0%,17,2%
COC(=O)c1ccc(C2C(C(=O)Nc3ccccc3C)=C(C)Nc3ncnn32)cc1 (stereo unspecified),3%,-14%,-4%,-1%,44,-12%
O=C(Nc1ccc2oc(-c3ccc(Cl)c(Cl)c3)nc2c1)c1ncn[nH]1,14%,-18%,12%,3%,34,4%
COc1cc(CNCCNC(=O)c2cccs2)cc(OC)c1OC,-14%,-12%,?,-4%,-9,1%
COc1ccc(-c2cc3nc(C)c(CCC(=O)N4CCN(c5ccccn5)CC4)c(C)n3n2)c(OC)c1,51%[activator],5%,0%,4%,-30,3%
COc1cccc(NC(=O)Nc2ccncc2)c1,4%,-22%,-2%,3%,-34,8%
SMILES,AMA1-RON2 inh,AmpC inh no detg,Giardia FBPA inh,Sm TGR inh,HCMV inh,AmpC detergent
Cc1ccc(C(=O)NCC(=O)OCC(=O)N(CC(C)C)c2c(N)n(Cc3ccccc3)c(=O)[nH]c2=O)cc1,-3%,-7%,nt,-12%,-30,?
COCCNCC(=O)Nc1nc(C)cs1,54%[activator],-7%[11.4 µM],?,-5%,-15,?
Cc1c(NC(=O)CCN2C(=O)c3ccccc3C2=O)c(=O)n(-c2ccccc2)n1C,-2%,-11%,-3%,1%,-13,-12%
CSCCC(NS(=O)(=O)c1ccc2c(c1)oc(=O)n2C)C(=O)N1CCN(c2cc(C)ccc2C)CC1 (stereo unspecified),nt,nt,nt,-23%,35,1%
CCN(CC)C(CNC(=O)CSc1nnnn1-c1c(C)cccc1C)c1ccco1 (stereo unspecified),3%,31%,nt,-10%,-9,0%
CC1CC(C)CN(CCCNC(=O)CN2C(=O)CSc3ccc(S(=O)(=O)N4CCCCC4)cc32)C1 (stereo unspecified),-1%,42%,6%,-2%,20,3%
COc1cc(C2N=C(N)Nc3nc4ccccc4n32)ccc1OCC(=O)O (stereo unspecified),nt,nt,nt,8%,0,-4%
CCOC(=O)c1sc2nc(C)nc(SCC(N)=O)c2c1C,17%,-27%,7%,3%,-5,-11%
CCCC(=O)N(Cc1cccnc1)c1nc2c(OC)ccc(Cl)c2s1,2%,-15%,nt,0%,-22,1%
O=C(Oc1c(Cl)cc(Cl)c2cccnc12)c1ccco1,24%,-18%,0%,-32%,-102*,7%
Cc1ccc(NC(=S)NNC(C)(C)C)cc1,18%,-14%,3%,?,?,-1%
Cc1ccc(S(=O)(=O)N2C[C@@H]3[C@H]4CC[C@H](C4)[C@@H]3[C@@H](C)[C@H]2c2ccco2)cc1,-23%,-38%,nt,nt,-29,nt
CCOC(=O)c1cn2nc(Oc3cccc(C(F)(F)F)c3)ccc2n1,-18%,85%[activator],-1%,-1%,-13,1%

# Complete entries from above.
# Record of Cc1ccc(C(=O)NCC(=O)OCC(=O)N(CC(C)C)c2c(N)n(Cc3ccccc3)c(=O)[nH]c2=O)cc1 → AMA1-RON2 inh = -3%; AmpC inh no detg = -7%; Giardia FBPA inh = nt; Sm TGR inh = -12%; HCMV inh = -30; AmpC detergent = ?
# Record of CC1CC(C)CN(CCCNC(=O)CN2C(=O)CSc3ccc(S(=O)(=O)N4CCCCC4)cc32)C1 (stereo unspecified) → AMA1-RON2 inh = -1%; AmpC inh no detg = 42%; Giardia FBPA inh = 6%; Sm TGR inh = -2%; HCMV inh = 20; AmpC detergent = 3%

# Screening data from PubChem.
